Assay outcomes (PubChem BioAssay)
MBNL1 CUG block – blocks human MBNL1 binding to CUG repeat RNA; TR-FRET MBNL1-His/biotin-(CUG)12 binding, 665/545 ratio; Potency, µM (highest dose often 57.5 µM), for inactives: top-dose activity change, negative = inhibition, actives largely listed as inhibitors; actives 0.036% (n = 280,000); AID 2675; active = well fitted inhibition curve with a large enough effect in the signal ratio, with a control signal flat, not every such curve was filed as active; inconclusive = small, poorly fitted or top-dose-only effect, or effect the other way, or a change in a side signal; inactive = no such curve, though single readings can be large or run the other way; the % refers to the signal ratio; also: % is scaled to controls: 0 for no effect and ±100 for the full control effect
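TR-FRET between His-tagged MBNL1 and biotin-(CUG)12 RNA, detected with Tb anti-His antibody (0.055 ng/ul) and streptavidin-XL665 (5 nM), 60 min at room temperature. Compounds titrated 92 nM to 58 uM; 665/545 nm ratio normalized to buffer and complex controls.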
Gal4-VP16 FLuc – inhibits Gal4-VP16 luciferase reporter, ROR gamma counter-screen; Potency, µM (highest dose often 53.6 µM), for the others: at the top dose activity, negative = inhibition, actives largely listed as inhibitors; actives 3.5% (n = 310,000); Drosophila S2 Gal4-VP16 UAS-luciferase, luminescence, 20 h;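 also: Gal4-VP16 expression switched on by copper sulfate through the metallothionein promoter; % is scaled to controls: 0 for no effect and ±100 for the full control effect; nearly all actives have a fitted effect of over 50% in size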
ELG1 genotoxic – genotoxicity induction in ELG1-luciferase HEK293T cells; HEK293T ELG1-luciferase reporter, luminescence, 16 h; Potency, µM (doses to about 46 µM), without a hit: top-dose activity change, positive = activation, usual class: activators; actives 1.3% (n = 330,000); AID 504466; also: % of control where 0% means no effect; nearly all actives have a fitted effect of over 60% in size
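HEK293T cells expressing luciferase-tagged ELG1 were treated with compound or DMSO for 16 hr at 37°C. Luciferase activity was then read after 30 min with ONE-Glo at room temperature; rising signal flags genetic stress.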
p53 reactivator – mutant p53 re-activation in reporter cells; Potency, µM (doses to about 92.2 µM), for inactives: top-dose activity change, positive = activation, usual class: activators; H1299 p53-A138V BP100-luciferase reporter, luminescence, 24 h; actives 0.063% (n = 320,000); also: % of control where 0% means no effect; nearly all actives have a fitted effect of over 45% in size
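p53-null H1299 cells stably carrying temperature-sensitive p53-A138V and a BP100-luciferase reporter were pinned with compounds (4-point, 1:5 series) and held 24 hrs at 37 deg C. Luminescence was read 10 min after detection reagent.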
Rab9 prom act – activators of Rab9 promoter; Huh7 Rab9 promoter-luciferase reporter, luminescence, 24 h; Potency, µM (top dose mostly 9.22 µM), for the others: at the highest dose activation, negative = inhibition, hits mostly activators; actives 2.8% (n = 320,000); AID 485297; also: % of control where 0% means no effect; nearly all actives have a fitted effect of over 60% in size
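Quantitative HTS format; Huh7 Rab9-luciferase reporter cells (1500/well) receive compound 2 h post-plating, incubate 24 h at 37 °C, then get luciferase reagent for 10 min before luminescence reading.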
RORgamma inh – inhibitors of mouse ROR gamma transcriptional activity. Drosophila S2 Gal4-RORgamma UAS-luciferase reporter, 20 h. actives 5.4% (n = 310,000). Potency, µM (titrated, usually from 53.6 µM), for the others: at the top dose activity change, negative = inhibition, usual class: inhibitors. AID 2551; also: % is scaled to controls: 0 for no effect and ±100 for the full control effect; nearly all actives have a fitted effect of over 60% in size
Target sequence (P51450 whole entry, looked up, the tested form may be a part): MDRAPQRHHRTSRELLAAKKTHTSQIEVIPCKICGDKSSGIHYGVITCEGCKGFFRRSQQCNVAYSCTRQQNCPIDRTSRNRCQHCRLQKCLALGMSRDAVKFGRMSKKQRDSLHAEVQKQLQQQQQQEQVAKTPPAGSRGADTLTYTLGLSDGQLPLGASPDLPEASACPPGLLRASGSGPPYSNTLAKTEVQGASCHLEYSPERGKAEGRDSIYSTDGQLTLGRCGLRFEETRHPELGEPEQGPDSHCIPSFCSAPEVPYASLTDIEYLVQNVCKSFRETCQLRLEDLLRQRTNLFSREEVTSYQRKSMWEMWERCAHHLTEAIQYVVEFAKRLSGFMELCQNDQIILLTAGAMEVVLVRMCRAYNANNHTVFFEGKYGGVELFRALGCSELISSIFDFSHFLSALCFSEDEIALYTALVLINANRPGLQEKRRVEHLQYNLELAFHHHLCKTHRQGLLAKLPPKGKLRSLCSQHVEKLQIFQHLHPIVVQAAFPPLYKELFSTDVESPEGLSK
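In this cell-based reporter format, copper sulfate (700 uM final) drives Gal4–ROR gamma fusion expression from a metallothionein promoter in Drosophila Schneider cells; compounds preincubated 1 hr, reporter read after 20 hr at ambient temperature.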
NPC1 promoter act – NPC1 promoter activation; Potency, µM (top dose mostly 9.22 µM), inactives show at the highest dose activation, most hits filed as activators; Huh7 NPC1 promoter luciferase reporter, 24 h; actives 2.4% (n = 320,000); AID 485313;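 also: % of control where 0% means no effect; nearly all actives have a fitted effect of over 60% in size; reporter is driven by a mutant NPC1 promoter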
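Quantitative HTS used a cell-based reporter: Huh7 cells stably bearing the NPC1 promoter upstream of luciferase were treated with compounds for 24 h, and promoter activation was read as luminescence.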
FLuc modulator – inhibits or activates purified firefly luciferase, miR-21 counter-screen | P08659 | purified FLuc, Km substrates, luminescence inhibition | Potency, µM (top dose mostly 57.5 µM), without a hit: at the top dose activity change, negative = inhibition, most hits filed as inhibitors | actives 6.9% (n = 360,000) | AID 588342;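 also: plate controls were vehicle for no effect and reference inhibitor for full effect; nearly all actives have a fitted effect of over 55% in size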
Target sequence (P08659 whole entry, looked up): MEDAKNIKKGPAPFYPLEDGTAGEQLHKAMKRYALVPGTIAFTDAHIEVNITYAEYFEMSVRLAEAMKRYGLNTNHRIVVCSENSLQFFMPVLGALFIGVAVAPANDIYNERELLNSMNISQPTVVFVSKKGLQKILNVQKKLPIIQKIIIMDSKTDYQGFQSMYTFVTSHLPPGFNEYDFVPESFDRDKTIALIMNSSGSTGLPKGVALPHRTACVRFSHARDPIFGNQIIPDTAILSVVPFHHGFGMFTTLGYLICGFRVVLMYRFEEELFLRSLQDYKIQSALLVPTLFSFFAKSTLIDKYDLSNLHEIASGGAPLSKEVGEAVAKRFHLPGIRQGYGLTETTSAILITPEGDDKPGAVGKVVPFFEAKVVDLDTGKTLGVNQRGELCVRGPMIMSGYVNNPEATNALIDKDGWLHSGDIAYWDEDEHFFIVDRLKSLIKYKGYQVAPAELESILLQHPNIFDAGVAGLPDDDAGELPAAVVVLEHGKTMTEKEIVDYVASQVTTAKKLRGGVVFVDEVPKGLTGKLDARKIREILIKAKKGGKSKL
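Purified P. pyralis luciferase, 10 nM final, with Km-level 10 uM D-luciferin and 10 uM ATP in 50 mM Tris acetate pH 7.5, 10 mM Mg acetate, 0.01% Tween-20, 0.05% BSA; 6-point qHTS titration about 60 µM downward; luminescence read.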
BRCA1 expr up – increases BRCA1 expression; MCF7-BRCA1-FFLuc reporter, luminescence, 48 h; response scale: scaled: vehicle 0%, 10 µM genistein 100%; Potency, µM (doses to about 46.1 µM), inactives show top-dose activation, most hits filed as activators; actives 1.1% (n = 380,000); also: nearly all actives have a fitted effect of over 80% in size; some results filed as inactive show a strong effect at the top dose
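MCF7 cells carrying a BRCA1-firefly luciferase reporter (2000 cells/well, phenol-red free MEM) were attached for 2 h at 37 °C, then given compounds for 48 h. Luminescence was read 15 min after luciferase reagent; activity normalized to genistein (10 microM) and DMSO.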
uPA surface inh – blocks generation of uPA at the cell surface; cell surface uPA generation assay, qHTS; Potency, µM (series often up to 38.3 µM), inactives show top-dose activity change, negative = inhibition, usual class: inhibitors; actives 0.31% (n = 330,000); active = well fitted inhibition curve with a large enough effect; inconclusive = small, poorly fitted or top-dose-only effect; inactive = no such curve, though single readings can be large or run the other way; tested in mouse RAW 264.7 cells; also: % is scaled to controls: 0 for no effect and ±100 for the full control effect; nearly all actives have a fitted effect of over 55% in size
CXXC DNA block – inhibitors of human MLL CXXC domain-DNA interaction. Q03164. AID 2662. MLL-CXXC / FITC-HOXA9 DNA fluorescence polarization. Potency, µM (titrated, usually from 115 µM), inactives show at the highest dose activity change, negative = inhibition, usual class: inhibitors. actives 0.037% (n = 290,000); active = well fitted inhibition curve with a large enough effect in the polarisation, with a control signal flat, not every such curve was filed as active; inconclusive = small, poorly fitted or top-dose-only effect, or effect the other way, or a change in a side signal; inactive = no such curve, though single readings can be large or run the other way; the % refers to the polarisation
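Steps: dispense CXXC domain solution (7 uM) → pin compounds or unlabeled HOX-A9 DNA control → 5 min ambient → add FLSN-HOX-A9 solution (50 nM) → spin → 30 min ambient → fluorescence polarization. Tris pH 7.5/NaCl/DTT/BSA buffer.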
The depositor's hits bear a star; ? = inconclusive; / = not tested or not shown; [ ] = remark or other dose. Unless noted, calls follow the shape of the dose curve; as a rule, active = well fitted curve in the direction sought with a large enough effect; inconclusive = small, poorly fitted or top-dose-only effect, or another doubt; inactive = no such curve, though single readings can be large; an effect the other way counts as inactive or inconclusive. Potency is read from the fitted curve at half-maximal effect. A portion of the library. The share of hits here may be higher or lower than overall.

| no. | SMILES | MBNL1 CUG block | Gal4-VP16 FLuc | ELG1 genotoxic | p53 reactivator | Rab9 prom act | RORgamma inh | NPC1 promoter act | FLuc modulator | BRCA1 expr up | uPA surface inh | CXXC DNA block |
| --- | --- | --- | --- | --- | --- | --- | --- | --- | --- | --- | --- | --- |
| 1 | CCOC(=O)c1sc(N)c(C(=O)OC)c1C | -8% | 12% | 17% | 5% | 30% | 20% | 27% | 15µM* | 54% | -12% | -4% |
| 2 | Cc1nc(NC(=O)c2ccc3c(c2)OCCO3)ccc1Br | 1% | -6% | 14% | 12% | 0.56µM* | -8% | 1µM* | 1.5µM* | ? | ? | -14% |
| 3 | CC(=O)OC1CC(C)(C)N(OC(=O)c2ccc(N)cc2)C(C)(C)C1 | 0% | 0% | -3% | 8% | -2% | 5% | -5% | 0% | -4% | / | -3% |
| 4 | Cn1c(=O)c2c(ncn2CCOc2cccc(Br)c2)n(C)c1=O | -4% | -13% | -13% | -3% | -11% | 70% | -8% | -1% | -21% | ? | 5% |
| 5 | Cc1ccc(C(=O)N2CCN(CCNC(=O)C(=O)NC(C)C)CC2)cc1 | -5% | 1% | -1% | 13% | -3% | 3% | -5% | 3% | 30% | -1% | -7% |
| 6 | Cc1nc2ccccn2c1-c1nnco1 | 12% | -2% | -1% | 2% | 2% | -6%[10 µM] | 9% | -1% | 4% | 8% | -2% |
| 7 | COc1ccc(C)cc1S(=O)(=O)N1CCCC(C(=O)NCc2ccccn2)C1 (stereo not drawn) | -2% | 1% | -1% | 3% | 1% | 8% | -2% | 1% | 1% | -1% | 1% |
| 8 | CCOC(=O)C1=C(N)OC2=C(C(=O)CC(C)(C)C2)C1c1cc(CSc2nnnn2C)cs1 (stereo not drawn) | / | -5% | -13% | -10% | 3% | 30% | 5% | 0% | 0% | -1% | -2% |
| 9 | Brc1ccc(CSc2nnc(-c3ccccn3)n2Cc2ccco2)cc1 | 0% | ? | -17% | 6% | -9% | ? | -22% | 3% | -80% | ? | -2% |
| 10 | CC1=Nc2ccc(Br)cc2C(c2ccccc2)N1CC(=O)NN (stereo not drawn) | 5% | 9% | 5% | 8% | -7% | 6% | -3% | 0% | -2% | 12% | 0% |
| 11 | O=C(CCC(=O)c1ccc[nH]1)c1ccc(Cl)cc1 | -3% | -2% | 8.2µM* | 26% | 1.6µM* | ? | 3.2µM* | 12µM* | 7.1µM* | 1% | 0% |
| 12 | Cc1cccc(C(C)C)c1NC(=O)c1cc2ccccc2o1 | -1% | 23% | -6% | -17% | 1% | -4% | -3% | 1% | -18% | -10% | -1% |
| 13 | Cc1nc(S/C(C(=O)O)=C2/C(=O)Nc3ccccc32)n[nH]1 | 15% | -20% | -6% | 0% | -1% | 10% | 1% | ? | -23% | -2% | -16% |
| 14 | COc1ccc(CCNC(=O)CCCCCN2C(=O)c3ccccc3C2=O)cc1 | 8% | -11% | 0% | -1% | -1% | -1% | 1% | -1% | -9% | 2% | 5% |
| 15 | CCCc1nnc(SCC(=O)Nc2ccc(OC)cc2)n1N | -10% | 1% | 0% | -1% | -5% | -6% | 11% | 4% | 7% | / | 13% |
| 16 | Cc1cccc(C(=O)NNC(=O)c2ccccc2[N+](=O)[O-])c1 | ? | 3% | 0% | 6% | 0% | -1% | -3% | -4% | 1% | 3% | 2% |
| 17 | O=C(c1ccc(Cn2c(=S)[nH]c3cc4c(cc3c2=O)OCO4)cc1)N1CCN(c2ccccc2)CC1 | 55%[activator] | 6.3µM* | -7% | 1% | -2% | 3.2µM* | -2% | -1% | -24% | 2% | 3% |
| 18 | COc1cccc(/C=N/NC(=O)CC(=O)NCCc2ccc(OC)c(OC)c2)c1 | -4% | 4% | -5% | -8% | 0% | 3% | -1% | 5% | -1% | -4% | 0% |
| 19 | COc1ccc(CCNC(=O)COC(=O)/C=C/c2ccc(OC)c(OC)c2)cc1 | ? | 3% | 0% | 3% | -7% | -7% | -1% | -4% | 3% | 1% | 12% |
| 20 | Cc1ccc(C(=O)CSc2nc(C)cc(C)c2C(N)=O)cc1 | -4% | ? | 0% | 4% | 7% | -25% | 4% | 2% | 63% | -10% | -4% |
| 21 | COc1ccccc1-c1nc(SCC(=O)Nc2ccccc2)n[nH]1 | 4% | 1% | 2% | -11% | 0% | 1% | 6% | -11% | -15% | -26% | 4% |
| 22 | S=C(NCCC1=CCCCC1)Nc1ccccc1 | 6% | 5.6µM* | 2% | ? | ? | 1.8µM* | ? | ? | 72% | -8% | -18% |
| 23 | COCCNC(=O)C(c1ccc(C)o1)N(Cc1ccccc1)C(=O)Cn1nnc2ccccc21 (stereo not drawn) | -12% | 6% | 1% | -1% | 21% | 16% | 7% | -3% | -5% | 4% | 3% |
| 24 | COC(=O)N/N=C/c1cn(CCOc2cccc(OC)c2)c2ccccc12 | 2% | 0% | -11% | 0% | 8% | 24% | 2% | ? | -28% | -19% | 1% |
| 25 | CNC(=O)c1cc2c(ccc3ccccc32)o1 | ? | ? | ? | -2% | ? | -4% | ? | 19µM* | 33% | -12% | -2% |
| 26 | CC(=O)Nc1ccc(S(=O)(=O)c2ccc(C)cc2)cc1 | 3% | -3% | -4% | -3% | 2% | 21% | 1% | 0% | 22% | -2% | -3% |
| 27 | CCOC(=O)c1ccc(NC(=O)NC2CC3CCC(C2)N3)cc1 (stereo not drawn) | -14% | 5% | -2% | 4% | 0% | -45% | 0% | 5% | -7% | 15% | 2% |
| 28 | Cc1ccc(N(C(=O)c2csnn2)C(C(=O)NC2CCCCC2)c2ccccn2)cc1C (stereo not drawn) | 2% | 4% | 1% | -2% | -2% | 16% | -1% | 0% | -29% | 9% | 1% |
| 29 | CCCn1c(N2CCN(CC(=O)NCc3cccs3)CC2)nc2ccccc21 | -5% | 4% | -7% | -20% | -2% | -31% | -4% | -1% | -13% | -2% | -1% |
| 30 | O=C(Oc1c(Br)cc(C(=S)N2CCOCC2)cc1Br)c1ccc(Cl)cc1 | -1% | ? | -1% | 15% | -4% | ? | -5% | -6% | -38% | 3% | 2% |
| 31 | CCCCn1c(SCc2nc3ccccc3s2)nc2cc(S(N)(=O)=O)ccc21 | 1% | -9% | -5% | 5% | 0% | ? | 7% | ? | -68% | / | 11% |
| 32 | CCSc1ccccc1C(=O)NCCc1ccccc1 | 0% | 11% | 1% | -5% | -1% | 17% | 0% | 3% | -1% | -21% | -6% |
| 33 | O=C(NC1CCCN(Cc2ccccc2F)C1)c1cccc(N2CCCC2=O)c1 (stereo not drawn) | -7% | 3% | -6% | 8% | 4% | 10% | 7% | 4% | 6% | 0% | -2% |
| 34 | O=C1OC(c2ccccc2)=C/C1=C\N1CCOCC1 | 0% | 17% | ? | 26% | ? | -29% | ? | ? | ? | 0% | 4% |
| 35 | O=C(CCN1C(=O)C2CCCCC2C1=O)Nc1ccc(OC(F)F)cc1 (stereo not drawn) | / | / | 2% | 4% | 0% | / | -5% | 0% | -5% | 13% | / |
| 36 | Cc1cccc(C(=O)Oc2cc(C)[nH]c(=O)c2[N+](=O)[O-])c1 | -1% | -15% | 0% | 4% | 1% | -8% | -1% | -5% | 1% | -2% | 9% |
| 37 | Cc1nn(C)cc1-c1csc(N)n1 | -11% | -3%[10 µM] | 16% | 1% | -6% | 7% | -1% | -1% | -9% | -2% | -2% |
| 38 | Cc1ccc(/C=N/Nc2cc(C)nc(NCc3ccccc3)n2)cc1 | / | ? | -5% | 0% | -6% | 20µM* | -2% | 11µM* | -68% | -12% | 17% |
| 39 | Cc1ccc(S(=O)(=O)NCc2ccccc2)s1 | 0% | 8% | 1% | / | 11% | 2% | -2% | 0% | 22% | -15% | 1% |
| 40 | CC1CC(C)CN(S(=O)(=O)CCNC(=O)c2ccc3c(c2)OCO3)C1 (stereo not drawn) | / | / | 3% | -5% | 1% | / | 1% | 3% | -11% | 2% | / |
| 41 | CCC(=O)Nc1nc2ccc3sc(C)nc3c2s1 | -15% | -7% | ? | ? | ? | 18% | ? | 6.7µM* | -29% | -7% | -9% |
| 42 | Cc1[nH]c2ccccc2c1C(=O)C(=O)NCCOc1ccccc1 | -2% | -1% | 6% | -1% | -7% | 25% | -7% | -4% | -8% | 10% | -5% |
| 43 | O=C(O)CC/C(=N\NC(=O)c1ccncc1)c1ccccc1 | -4% | 1% | -5% | 5% | -9% | -4%[1.91 µM] | -2% | -4% | 3% | -8% | 2% |
| 44 | N/C(=N\OC(=O)c1ccccc1)c1ccncc1 | -7% | ? | ? | 3% | 2.8µM* | 23% | ? | 19µM* | -1% | 0% | -3% |
